# Assay outcomes from PubChem.
# LMNA splice mod: LMNA splicing modulation | HeLa LMNA splicing GFP/RFP minigene ratio, 48 h | 0.01% of 200,000 active | Potency, µM (titrated, usually from 46.1 µM), without a hit: at the highest dose ratio change, negative = inhibition, actives largely listed as inhibitors; active = well fitted inhibition curve with a large enough effect in the signal ratio, with a control signal flat, not every such curve was filed as active; inconclusive = small, poorly fitted or top-dose-only effect, or effect the other way, or a change in a side signal; the % refers to the signal ratio; also: % is scaled to controls: 0 for no effect and ±100 for the full control effect
#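 Read-out is the ratio of GFP to DsRed2 object intensity, acquired by 488 nm laser-scanning cytometry on HeLa lamin A-EGFP minigene reporter cells. Compound incubation 48 hrs at 37 °C in Opti-MEM with 2% FBS; DMSO 0.5% final.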
# TRb-SRC2 inh: inhibitors of human thyroid hormone receptor beta-SRC2 interaction | P10828 | TRbeta-SRC2 peptide binding, fluorescence polarization; receptor liganded with 1 µM T3 | Potency, µM (doses to about 106 µM), without a hit: at the top dose activity change, negative = inhibition, usual class: inhibitors | 0.065% of 280,000 active;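 also: plate controls were bound peptide for no effect and peptide without receptor for full effect; nearly all actives have a fitted effect of over 50% in size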
#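 Fluorescence polarization of 20 nM Texas Red SRC2 peptide (20-aa NR interaction domain) bound to 0.6 uM human TRb ligand-binding domain, with 1 uM T3, after 5 hr at ambient temperature; inhibition seen as decreased polarization.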
# ALDH1A1 block: blocks purified human ALDH1A1 activity | Purified ALDH1A1, NADH fluorescence, propionaldehyde substrate | AID 1030 | 7.3% of 220,000 active | Potency, µM (doses to about 75.3 µM), for the others: at the highest dose activity, negative = inhibition, actives largely listed as inhibitors; active = well fitted inhibition curve with a large enough effect, not every such curve was filed as active; inconclusive = small, poorly fitted or top-dose-only effect, or another doubt; inactive = no such curve, though single readings can be large or run the other way;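 also: plate controls were no enzyme wells and a reference inhibitor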
# SMN2 splice up: SMN2 splice variant enhancement | HEK293 SMN2-luciferase splicing reporter, luminescence, 30-36 h | Potency, µM (series often up to 46.1 µM), for the others: at the highest dose activity change, positive = activation, actives largely listed as activators | 2.8% of 210,000 active | AID 1458; also: % of control where 0% means no effect; nearly all actives have a fitted effect of over 55% in size
#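 HEK293 cells carry an SMN2 minigene-luciferase reporter in which exon 7 inclusion puts luciferase in frame. Cells were seeded at 2000 cells/well, attached for 10-12 hours, then exposed to compounds for 30-36 hours at 37C before ONE-Glo luminescence.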
# KDM4E inh: inhibitors of human JMJD2E histone demethylase. B2RXH2. JMJD2E catalytic domain, FDH-coupled NADH fluorescence (FDH is formaldehyde dehydrogenase). Potency, µM (top dose mostly 57.1 µM), for the others: at the top dose activity change, negative = inhibition, most hits filed as inhibitors. 1.6% of 230,000 active; active = well fitted inhibition curve with a large enough effect, not every such curve was filed as active; inconclusive = small, poorly fitted or top-dose-only effect, or another doubt; inactive = no such curve, though single readings can be large or run the other way;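 also: 0% = wells with enzyme and -100% = buffer wells without enzyme; nearly all actives have a fitted effect of over 50% in size; many of its hits are not listed in these tables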
# TR SRC2 fluor cs: alters Texas Red total fluorescence, flagging assay interference. 0.29% of 280,000 active. TRb/SRC2 Texas Red total fluorescence interference. Potency, µM (series often up to 106 µM), for the others: at the top dose fluorescence change, negative = quenching; active = well fitted curve in either direction with a large enough effect; inconclusive = small, poorly fitted or top-dose-only effect; also: % is scaled to controls: 0 for no effect and ±100 for the full control effect
#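 Flags fluorescent or light-absorbing compounds by total fluorescence, S + 2P, at 555 nm excitation and 632 nm emission. Mixture: 20 nM Texas Red SRC2 peptide, 0.6 uM human TRb LBD, 1 uM T3, 5% DMSO; compound exposure 5 h at ambient temperature.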
# RECQ1 helicase: inhibitors of human RECQ1 DNA helicase; RECQ1 DNA unwinding, red fluorescence kinetic read; Potency, µM (titrated, usually from 57.3 µM), inactives show at the top dose activity, negative = inhibition, actives largely listed as inhibitors; 0.54% of 240,000 active;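 also: plate controls were vehicle for no effect and no enzyme for full effect; nearly all actives have a fitted effect of over 30% in size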
# Target sequence (P46063 whole entry, looked up): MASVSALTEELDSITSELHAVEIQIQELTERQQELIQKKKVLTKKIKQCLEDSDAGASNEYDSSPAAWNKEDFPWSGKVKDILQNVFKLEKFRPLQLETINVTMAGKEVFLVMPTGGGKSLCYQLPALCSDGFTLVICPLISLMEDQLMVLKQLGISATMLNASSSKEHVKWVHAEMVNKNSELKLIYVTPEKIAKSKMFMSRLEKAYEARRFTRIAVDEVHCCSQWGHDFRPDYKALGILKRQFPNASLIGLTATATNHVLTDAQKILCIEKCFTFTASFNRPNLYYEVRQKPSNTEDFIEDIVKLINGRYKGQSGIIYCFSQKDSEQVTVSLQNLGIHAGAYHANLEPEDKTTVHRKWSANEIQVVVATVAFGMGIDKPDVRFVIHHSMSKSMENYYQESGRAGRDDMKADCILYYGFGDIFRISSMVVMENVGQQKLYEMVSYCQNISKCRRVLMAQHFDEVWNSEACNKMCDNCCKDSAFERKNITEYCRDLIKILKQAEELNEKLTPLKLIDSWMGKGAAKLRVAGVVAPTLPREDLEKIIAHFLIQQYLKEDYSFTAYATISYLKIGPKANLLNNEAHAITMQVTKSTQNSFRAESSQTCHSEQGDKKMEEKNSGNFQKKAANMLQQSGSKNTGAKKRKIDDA
#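 50 nM RECQ1T1 preincubated 15 min with compound in Tris pH 8.0 buffer with MgCl2, DTT, Tween-20 and 2.5 ug/ml poly(dI-dC); started with 200 nM TAMRA/BHQ-2 forked duplex and 2 mM ATP. Unwinding read as fluorescence (525/598 nm), two reads 2 h apart.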
# GoLoco inh red: inhibitors of human Gai1-RGS12 GoLoco interaction (red fluorophore). P63096. Gai1:RGS12 GoLoco peptide FP, rhodamine, 10 min. Potency, µM (highest dose often 61.6 µM), for inactives: at the top dose activity, negative = inhibition, actives largely listed as inhibitors. 0.44% of 230,000 active. AID 880; active = well fitted inhibition curve with a large enough effect, not every such curve was filed as active; inactive = no such curve, though single readings can be large or run the other way; also: % is scaled to controls: 0 for no effect and ±100 for the full control effect; nearly all actives have a fitted effect of over 30% in size; many of its hits are not listed in these tables
# Target sequence (P63096 whole entry, looked up): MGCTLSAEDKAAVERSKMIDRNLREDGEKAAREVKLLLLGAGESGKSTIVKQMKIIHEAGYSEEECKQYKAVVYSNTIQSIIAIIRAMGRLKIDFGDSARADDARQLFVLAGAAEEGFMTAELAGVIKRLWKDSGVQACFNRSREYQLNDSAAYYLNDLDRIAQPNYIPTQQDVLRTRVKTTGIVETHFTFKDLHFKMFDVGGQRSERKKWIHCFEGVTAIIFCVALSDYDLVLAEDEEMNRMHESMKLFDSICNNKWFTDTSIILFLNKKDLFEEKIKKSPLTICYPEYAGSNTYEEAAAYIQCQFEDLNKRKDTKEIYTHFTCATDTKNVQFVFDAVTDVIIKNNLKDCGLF
# * hit, by the source's call; i = inactive; ? = inconclusive; . = not tested or not shown; & = joins results of further samples; [ ] = remark or other dose. Unless noted, calls follow the shape of the dose curve; as a rule, active = well fitted curve in the direction sought with a large enough effect; inconclusive = small, poorly fitted or top-dose-only effect, or another doubt; inactive = no such curve, though single readings can be large; an effect the other way counts as inactive or inconclusive. Potency is read from the fitted curve at half-maximal effect. This is a subset, so the mix of outcomes need not match the whole.
SMILES	TRb-SRC2 inh	LMNA splice mod	ALDH1A1 block	TR SRC2 fluor cs	KDM4E inh	RECQ1 helicase	GoLoco inh red	SMN2 splice up
COc1cc(/C=C/C(=O)OCC(=O)NCc2cccs2)ccc1OCC#N	-7%	?	6%	0%	4%	4%	2%	-18%
Cc1nn(C)c(C)c1CNC(=O)c1cnn2c1NC(c1ccccc1)CC2C(F)(F)F (stereo not drawn)	-10%	4%	2%	0%	0%	i	12%	-8%
Cc1cc(C(F)(F)F)nc(-n2cc(-c3ccccc3)nn2)n1	-2%	.	2%	-3%	3%	-4%	2%	.
O=C(Cc1ccccc1)NN1C(=O)C2C3C=CC([C@@H]2C1=O)C31CC1 (stereo partly drawn)	3%	-1%	4%	-23%	-3%	-3%	11%	-12%
CC(/C=N/NC(=O)CSc1n[nH]c(=O)[nH]c1=O)=C\c1ccccc1	5%	.	4%	0%	12%	-4%	3%	.
CS(=O)(=O)N(CC(=O)N1CCCCCC1)c1ccc(Br)cc1	-11%	-5%	-7%	-1%	8%	i	-7%	5%
Cc1ccc(CNC(=O)c2ccc3c(=O)[nH]c4c(C(=O)NCC5CCCO5)sc(=S)n4c3c2)cc1 (stereo not drawn)	6%	.	?	-12%	-4%	-5%	-4%	-5%
CCOC(=O)N1CCN(C(=O)c2cnc(Nc3ccccc3OC)c3ccccc23)CC1	5%	1%	2%	0%	-4%	-8%	6%	13%
CC1=NN(c2ccc(C(=O)O)cc2)C(=O)/C1=C\c1ccc(OC(=O)c2cccs2)cc1	-16%	14%[46 µM]	2.2µM*	-9%	3.2µM*	-5%	-3%	8%
Cc1ccccc1NC(=O)C1c2cccc[n+]2CC(=O)N1Cc1ccc2c(c1)OCO2 (stereo not drawn)	-5%	.	?	-9%	?	-4%	-15%	18%
O=C(Cc1ccccc1)NCc1cccnc1	-3%	13%[46 µM]	-5%	3%	2%	-3%	-10%	-12%
COC(=O)c1ccc(COc2ccc(C)cc2[N+](=O)[O-])o1	-5%	.	.	-6%	3%	1%	-1%	.
CCCCNC(=O)C1c2ccccc2C(=O)N(c2ccc(OC)cc2)C1c1ccc(OC)cc1 (stereo not drawn)	2%	17%	?	-6%	6%	-12%	-6%	?
C=CCNC(=O)C(=O)c1cccn1-c1ccsc1C(=O)OC	8%	-7%	0%	-1%	-4%	-10%	5%	0%
CCOC(=O)c1c(C)n(C)c2ccc(OC)c(NC(=O)CN3CCSCC3)c12	3%	2%	3%	-4%	1%	i	7%	0%
Cc1nnc(N/N=C/c2ccccn2)[nH]c1=O	3%	.	15%	-1%	7.9µM*	i	0%	.
CCOc1ccccc1NC(C)C(=O)Nc1cc(C(F)(F)F)ccc1N1CCOCC1 (stereo not drawn)	1%	?	0%	6%	3%	-18%	-2%	-3%
COc1ccc(N(C(=O)c2ccco2)C(C(=O)NC2CCCCC2)c2cccs2)cc1OC (stereo not drawn)	0%	-4%	11%	-5%	-3%	0%	1%	8%
Cc1ccc2oc(-c3cccc(NC(=O)Cn4cnc5c(=O)n(C)c(=O)n(C)c54)c3)nc2c1	-1%	.	?	-3%	?	6%	28%	-26%
O=C(OCC(=O)N1CCc2ccccc21)c1ccc[n+]([O-])c1	-10%	-6%	-10%	-3%	-7%	-4%	1%	-8%
Cc1cc(C)n(CNc2nc(C(F)(F)F)cs2)n1	3%	?	-12%	1%	6%	i	-6%	1%
CCOC(=O)CN1C(=O)N[C@@H](c2ccc(Br)cc2)C(C(C)=O)=C1C	2%&-5%	?	-7%&1%	0%&1%	-1%&0%	3%	-13%&4%	-3%&-8%
CCCC(=O)OCC(=O)Nc1ccc([N+](=O)[O-])cc1C#N	3%	.	.	-1%	-2%	-13%	7%	.
CCCn1c(C)nc2c(N3CCN(C)CC3)nc(C)nc21	-1%	.	1%	2%	-6%	-7%	-11%	-8%
Cc1ccc(NC(=O)Cn2c(=O)n(CCC(=O)NC3CCN(Cc4ccccc4)CC3)c(=O)c3ccccc32)cc1	7%	9%[46 µM]	8%	0%	7%	-2%	-14%	.
O=C(Cc1ccccc1)Nc1cccnc1	5%	.	3%	1%	-8%	20%	-1%	-1%
O=C(CSc1nccc(=O)[nH]1)Nc1ccc(F)c([N+](=O)[O-])c1	-7%	22%	-4%	-1%	-9%	-3%	-4%	17%
CC(N)=Nc1ccc([N+](=O)[O-])cc1	3%	6%	-4%	-1%	0%	-14%	-3%	-8%
N#Cc1ccccc1-c1ccc2ncnc(NC3CC3)c2c1	.	?	-9%	.	.	-1%	12%	.
COc1ccc(C(=O)C2CCCN(Cc3ccc(C#CCCO)cc3)C2)cc1F (stereo not drawn)	-6%	.	?	-9%	-21%	-1%	2%	.
C/C(=N\NC(=O)C1(C)CC1(Br)Br)c1ccc([N+](=O)[O-])cc1 (stereo not drawn)	1%	16%[46 µM]	-3%	-3%	-26%	13%	-18%	-10%
O=C(NNC(=S)Nc1ccccc1)C1CCCCC1	-9%	.	-1%	0%	5%	-13%	4%	-21%
CC(C)(C)NC(=O)C(c1ccncc1)N(Cc1cccs1)C(=O)Cn1nnc(-c2cccs2)n1 (stereo not drawn)	-4%	-19%	4.5µM*	1%	?	14%	82%[activator]	-24%
Cc1cc(Nc2c(C)n(C)n(-c3ccccc3)c2=O)c2ccccc2n1	1%	-2%	20%	1%	-5%	-4%	7%	-10%
CNC(=O)CN(c1cc([N+](=O)[O-])ccc1OC)S(C)(=O)=O	4%	-5%	3%	0%	2%	i	0%	-13%
COc1ccc(-c2nc3c(-c4ccc(Cl)cc4)cnn3cc2C)cc1F	1%	.	?	-2%	6%	7%	1%	.
Cc1cc(NC(=O)CCC(=O)N(CC(=O)NCC2CCCO2)Cc2ccc(F)cc2)no1 (stereo not drawn)	-1%	-3%	9%	-3%	5%	-2%	-2%	-1%
CCC(=Nc1ccccc1OC)C1=C(O)CC(c2ccccc2)CC1=O (stereo not drawn)	7%	.	-4%	-1%	1%	i	3%	.
COc1ccc(NCCC#N)cc1	8%	9%	?	2%	7%	-1%	-3%	-10%
COc1ccc(C2C=C(c3ccccc3)Nc3nnnn32)cc1 (stereo not drawn)	-1%	?	?	-2%	?	-5%	0%	3%
CCN(CC)CCCCCOc1ccccc1OC	-5%	5%	0.028µM*	1%	-1%	-4%	8%	-28%
CCN(CC)C(=O)CSc1nc2ncc(Br)cc2[nH]1	-4%	-1%	?	-1%	3%	-2%	.	.
COc1ccc(CNC(=O)COC(=O)c2cc(-c3ccc(Cl)s3)nc3ccccc23)cc1	2%	2%	?	-7%	4%	-7%	-3%	7%
Cc1c(NC(=O)C(C)OC(=O)C(NC(=O)c2ccco2)C(C)C)c(=O)n(-c2ccccc2)n1C (stereo not drawn)	-4%	13%	-5%	-4%	4%	-14%	-8%	-12%
CCOc1ccc(N2CC(C(=O)OC)CC2=O)cc1 (stereo not drawn)	-18%	-10%	16%	1%	9%	i	4%	-3%
COC(=O)Cc1c(C)nc2nc[nH]n2c1=O	-21%	-12%	8%	4%	?	-3%	-7%	-9%
CC(C)N(C(=O)c1ccc(-c2ccccc2F)cc1)C(C)C	-5%	.	-7%	-5%	-2%	-7%	6%	.
CCn1c(-c2ccc(-c3ccccc3)cc2)c[nH]c1=S	-4%	-10%	?	0%	?	-2%	6%	-43%
CC1CN(CC(O)COC(c2ccc(Cl)cc2)c2ccc(Cl)cc2)CC(C)O1 (stereo not drawn)	?	?	?	?	4%	-2%	-24%	-34%[inhibitor]
CCOc1ccc(C(=O)OCc2nnc(-c3cccs3)o2)cc1OC	-8%	?	1%	-3%	0%	-3%	2%	-20%
C=CCn1c(=NC(=O)c2cc(Cl)sc2Cl)sc2cc(S(N)(=O)=O)ccc21	-8%	7%	8%	1%	?	-1%	18%	-25%
Cn1cc(-c2nnnn2-c2ccc(Cl)cc2)c(C(F)(F)F)n1	-13%	-11%	4%	1%	2%	0%	-1%	-31%
CCN(CC)CCCNc1nc(-n2nc(C)cc2C)nc2sc3c(c12)CC(C)(C)OC3	1%	.	.	-1%	?	4%	8%	.
COc1cccc(OC)c1C(=O)O/N=C(\N)c1ccncc1	2%	.	.	1%	-1%	-8%	23%	.
NC(=O)C1CCN(C(=O)c2ccc3nc(N4CCCCC4)sc3c2)CC1	7%	.	.	-1%	-12%	1%	12%	.
COc1cc(/C=C/C(=O)Nc2cc(S(=O)(=O)N3CCOCC3)ccc2N2CCCC2)cc(OC)c1OC	-2%	-7%[46 µM]	11µM*	3%	1%	-1%	-10%	?
COc1ccc(NC(=O)CC2C(=O)N(C)C(=S)N2Cc2ccc3c(c2)OCO3)cc1 (stereo not drawn)	-3%[53 µM]	0%	?	-3%[53 µM]	5%	-16%	-22%	-3%
Cc1cc(NC(=O)Nc2cccs2)no1	0%	7%	-6%	-7%	-1%	-2%	12%	14%
CCOC(=O)/C(C#N)=C\c1ccc(OCC(=O)Nc2ccc(C)cc2C)c(OC)c1	0%	18%	-14%	-3%	-2%	0%	0%	5%
CCOC(=O)c1nc(NCc2ccccc2C)c2ccccc2n1	2%	.	-6%	1%	-3%	-3%	7%	-21%
Cc1cccnc1NC(=O)c1cc2ccccc2oc1=O	3%	-5%[46 µM]	3%	-1%	-3%	-5%	1%	20µM*
O=c1c(CCc2ccccc2)nc2cnc(Oc3ccccc3)nc2n1C1CC1	.	?	11µM*	.	.	i	7%	.
